High-throughput results deposited in PubChem by National Center for Advancing Translational Sciences (NCATS).
D1 ag: activates the human D1 dopamine receptor. HEK293 T-REx D1 cells, calcium flux, agonist mode. activation, % at 2 µM. 360,000 tested, 1% active; in the data active = activation above about 30%; note: 0% is about no effect
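Tetracycline-induced HEK293 TREx D1 cells, force-coupled to calcium signalling, were dye-loaded with a no-wash calcium kit. Compound was pin-added after a 10 s baseline. Fluorescence was read kinetically at 1 cycle/s for 180 s, with calcium rises flagged as agonism.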
LDHA block: inhibitors of human lactate dehydrogenase A; P00338; purified LDHA, NADH/diaphorase-resazurin fluorescence; stronger effect = lower value; activity change, % (values are at about 110 or 230 µM); 480,000 tested, 0.15% active; AID 1347041; in the data active = activity change below about -30%; inconclusive = mostly about -25% to -30%;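 note: plate controls were DMSO wells for no effect and wells without enzyme for full effect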
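LDH5 2 nM; NADH 0.06 mM, pyruvate 0.2 mM; 200 mM Tris pH 7.4, EDTA, Tween-20; 5 min RT. Detection: diaphorase 0.133 mg/mL + resazurin 37 µM, fluorescence ex540/em590 at 0 and 20 min; normalized to enzyme-free and DMSO wells.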
Vif-APOBEC3G blk: Vif-A3G binding inhibition. HeLa A3G-eYFP + Vif (tagged APOBEC3G with the HIV-1 protein that degrades it), YFP fluorescence, overnight. Potency, µM (top dose mostly 46.1 µM), without a hit: top-dose activity, negative = active, hits mostly inhibitors. Q9HC16. 410,000 tested, 0.076% active;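 note: potency is the fitted concentration of half-maximal effect; % is set by controls: 0 for no effect and ±100 for the full control effect; nearly all actives have a fitted effect of over 60% in size; hits raise eYFP signal because A3G escapes Vif-driven loss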
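HeLa cells stably expressing Vif and C-terminally eYFP-tagged A3G, seeded overnight at 37 deg C, then exposed to compound by pintool overnight at 37 deg C. Rise in yellow fluorescence (Ex 488/Em 500-530, Acumen) marks blocked Vif-driven A3G degradation.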
D2 PAM: positive allosteric modulators of human D2 dopamine receptor; P14416; 340,000 tested, 0.34% active; potentiation, % at 10 µM; HEK293 T-REx D2, calcium flux, EC20 dopamine potentiation;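 active = potentiation over 3 SD above the plate norm, cut at about 30% in these data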; note: 0% is about no effect
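Calcium flux readout, no-wash dye, 1 read/s. Inducible HEK293 Trex D2 line, overnight 30 C. Compound alone 180 s (agonist flags), then EC20 dopamine, another 180 s to score potentiation.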
RXFP1 ag: agonists of human relaxin receptor RXFP1; Q9HBX9; HEK293T-RXFP1 cAMP TR-FRET, 30 min; response scale: percent of porcine relaxin response, buffer zero; Potency, µM (doses to about 57.5 µM), without a hit: top-dose activation, hits mostly activators; 370,000 tested, 0.3% active; note: potency is the fitted concentration of half-maximal effect; % is set by controls: 0 for no effect and ±100 for the full control effect; nearly all actives have a fitted effect of over 60% in size; many of its hits are not listed in these tables
Target sequence (Q9HBX9 whole entry, looked up): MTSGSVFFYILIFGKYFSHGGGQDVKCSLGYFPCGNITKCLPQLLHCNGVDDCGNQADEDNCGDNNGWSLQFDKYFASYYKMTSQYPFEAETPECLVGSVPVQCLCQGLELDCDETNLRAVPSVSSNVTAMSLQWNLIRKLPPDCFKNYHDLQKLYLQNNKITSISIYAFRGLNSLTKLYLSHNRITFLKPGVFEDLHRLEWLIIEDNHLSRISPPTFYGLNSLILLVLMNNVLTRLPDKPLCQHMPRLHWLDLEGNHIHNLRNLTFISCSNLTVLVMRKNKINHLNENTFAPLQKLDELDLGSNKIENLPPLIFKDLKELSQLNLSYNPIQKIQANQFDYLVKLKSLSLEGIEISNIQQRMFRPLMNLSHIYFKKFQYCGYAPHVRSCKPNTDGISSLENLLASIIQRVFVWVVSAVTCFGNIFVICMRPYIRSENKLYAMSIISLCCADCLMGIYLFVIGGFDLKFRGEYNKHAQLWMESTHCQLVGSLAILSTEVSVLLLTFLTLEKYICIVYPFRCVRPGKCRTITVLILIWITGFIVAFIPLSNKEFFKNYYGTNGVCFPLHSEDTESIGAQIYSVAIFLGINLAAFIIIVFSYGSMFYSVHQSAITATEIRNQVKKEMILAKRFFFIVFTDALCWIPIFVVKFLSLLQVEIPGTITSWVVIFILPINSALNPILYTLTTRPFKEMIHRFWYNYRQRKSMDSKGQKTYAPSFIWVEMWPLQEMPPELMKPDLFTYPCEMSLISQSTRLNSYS
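cAMP rise read by TR-FRET after 30 min, 37C compound exposure (up to 58 uM) in RXFP1-transfected HEK293 cells with Ro 20174 present. EC50 from Hill-equation fits, with 29 nM porcine relaxin as 100% and buffer as basal.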
Glioma ERSR ind: ER stress response induction in glioma; U87-MG GRP78 promoter luciferase reporter, 16 h; Potency, µM, for inactives: at the top dose activation, usual class: activators; 420,000 tested, 0.02% active; AID 602332; note: potency is the fitted concentration of half-maximal effect; series mostly up to about 76 µM; % of control where 0% means no effect; nearly all actives have a fitted effect of over 35% in size
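Stably transfected U87-MG human glioma cells carrying a GRP78-based luminescent sensor were seeded at 1000 cells/well, pin-dosed with compounds and incubated 16 h. Luciferase reagent was then added, and end-point luminescence was read after 10 min at room temperature.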
D1 PAM: enhances dopamine response at the human D1 receptor. P21728. 360,000 tested, 0.036% active. HEK293 TREx D1 cells, calcium flux, dopamine EC20 potentiation. AID 504651. potentiation, % at 10 µM; in the data active = potentiation above about 30%; note: 0% is about no effect
D1 antag: human D1 dopamine receptor antagonism; P21728; activity change, negative = inhibition, % at 10 µM; HEK293 TREx D1 cells, calcium flux, dopamine EC80; stronger effect = lower value; 360,000 tested, 3.2% active; in the data active = activity change below about -30%; note: % is set by controls: 0 for no effect and ±100 for the full control effect
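Using tetracycline-induced force-coupled D1 Hek293 cells and a calcium dye, signals were followed for 180 s after compound, then for 180 s after EC80 dopamine, to detect inhibitors.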
Vif-A3F inh: inhibitors of Vif-A3F interaction; 390,000 tested, 0.2% active; HeLa A3F-eYFP + Vif (tagged APOBEC3F with the HIV-1 protein that degrades it), YFP fluorescence increase; Potency, µM (highest dose often 46.1 µM), for the others: at the highest dose activity, negative = active; AID 602313; note: potency is the fitted concentration of half-maximal effect; % of control where 0% means no effect; nearly all actives have a fitted effect of over 65% in size
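Fluorescence increase (Ex 488/Em 500-530) after overnight compound treatment at 37 deg C flags inhibition of Vif-driven A3F-eYFP loss in stable HeLa A3F-eYFP/Vif cells seeded overnight beforehand.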
The depositor's hits bear a star; ? = inconclusive; . = no result given; & = joins results of further samples. Unless noted, calls come from the whole dose curve; as a rule, active = well fitted curve in the direction sought with a large enough effect; inconclusive = small, poorly fitted or top-dose-only effect, or another doubt; inactive = no such curve, though single readings can be large; an effect the other way counts as inactive or inconclusive.

nr	Compound	RXFP1 ag	D1 PAM	Vif-A3F inh	Vif-APOBEC3G blk	Glioma ERSR ind
1	COc1ccc(C2=CC(c3cc(Br)ccc3F)n3c(nc4ccccc43)N2)cc1 (stereo not drawn)	-0.3%	-5	?	-3%	-10%
2	O=C(CS(=O)(=O)c1cn(CC(=O)N2CCCC2)c2ccccc12)Nc1ccccc1F	-0.1%	-2	-7%	1%	-4%
3	Cc1ccccc1C(=O)/C=C1/SCC(=O)N1C	2.4%	1	?	?	-4%
4	O=c1c(-c2ccco2)[n+]([O-])c2ccccc2n1OCc1c(F)cccc1F	0.6%	-3	?	-2%	1%
5	COc1ccc(CN(C)C(=O)c2[nH]c(C)c(C(C)=O)c2C)c(OC)c1OC	0.7%	1	2%	-2%	-4%
6	CCOC(=O)c1cnn(-c2ncnc3c2oc2ccccc23)c1N	2.6%	-8	-1%	-1%	3%
7	CCCCCCN1C[C@H](O)[C@@H](n2cc(C3CC3)nn2)C[C@@H]1c1ccc(C)cc1	.	.	0%	0%	10%
8	COc1ccc(NC(=O)C2CCN(c3nc(-c4ccc(OC)cc4)no3)CC2)cc1	2.2%	-8	1%	-14%	-1%
9	Cc1cc(C)c2nc(-c3ccccn3)cc(C(=O)Nn3cnnc3)c2c1	0.1%	-2	-7%	-1%	4%
10	O=S(=O)(c1ccccc1)c1nc(-c2ccco2)oc1NCCCN1CCOCC1	0.2%	1	3%	2%	-5%
11	Cc1cccc(Cn2cc3c(=O)n(Cc4cccc(F)c4)nc-3c3ccccc32)c1	1.1%	-7	?	2%	-2%
12	O=C(CSc1nc2c(c(=O)n1-c1ccccc1)SCC2)N1CCN(c2ccccc2)CC1	6.5%	0	-4%	-9%	-4%

nr	LDHA block	D1 ag	D2 PAM	D1 antag
1	-3	5	9	4
2	-3	0	12	0
3	-3	6	5	-9
4	-3	1	-4	-3
5	-4	3	-2	-7
6	-5	0	-1	4
7	0	.	.	.
8	-11	6	5	-2
9	0	0	13	9
10	-6	7	11	-1
11	4	1	-1	-9
12	-1	2	11	15

Entries of single compounds as entered above:
`COc1ccc(NC(=O)C2CCN(c3nc(-c4ccc(OC)cc4)no3)CC2)cc1` across the screens: RXFP1 ag = 2.2%; D1 PAM = -8; Vif-A3F inh = 1%; Vif-APOBEC3G blk = -14%; Glioma ERSR ind = -1%; LDHA block = -11; D1 ag = 6; D2 PAM = 5; D1 antag = -2
`O=S(=O)(c1ccccc1)c1nc(-c2ccco2)oc1NCCCN1CCOCC1` across the screens: RXFP1 ag = 0.2%; D1 PAM = 1; Vif-A3F inh = 3%; Vif-APOBEC3G blk = 2%; Glioma ERSR ind = -5%; LDHA block = -6; D1 ag = 7; D2 PAM = 11; D1 antag = -1

Later entries
nr	Compound	RXFP1 ag	D1 PAM	Vif-A3F inh	Vif-APOBEC3G blk	Glioma ERSR ind
13	COc1ccccc1N(C(=O)CNS(=O)(=O)c1ccccc1)C(C(=O)NCc1ccco1)C(C)C (stereo not drawn)	-1.1%	0	4%	-3%	-2%
14	COc1ccccc1/C=C(\NC(=O)c1ccc(OC)c(OC)c1)C(=O)Nc1ccc([N+](=O)[O-])cc1	-0.1%	0	-1%	0%	-1%
15	COc1ccc(-c2nc3scc(CCNS(=O)(=O)c4ccc(Oc5ccccc5)cc4)n3n2)cc1OC	-1.3%	-1	1%	6%	-3%
16	O=C(CNc1cccc2ccccc12)N/N=C/c1ccc(C(=O)O)cc1	-3.1%	-3	1%	1%	4%
17	O=S(=O)(c1ccc2c(c1)OCCO2)N1CCN(S(=O)(=O)c2cccs2)CC1	.	-2	.	.	.
18	CCOC(=O)c1ccccc1NC(=O)COc1cc(=O)n(CC)c2ccccc12	7.8%&9.6%	-2&4	0%&-11%	6%&-2%	-1%&-3%
19	COc1cc(/C=N/NC(=O)c2cccc([N+](=O)[O-])c2)cc(OC)c1O	-3.4%	7	2%	-2%	-2%
20	Cc1ccccc1NC(=S)Nn1cnnc1	-1.0%	-6	2%	1%	2%
21	CSc1ncc(C(=O)NCCCc2ccccc2)c(C)n1	0.7%	-7	-2%	-2%	2%
22	COC(=O)C(O)(CC(=O)c1ccc(OC)cc1)C(F)(F)F (stereo not drawn)	1.9%	0	5%	1%	1%
23	Cc1ccc(O)c(-c2[nH]ncc2C(=O)c2ccc(Cl)cc2)c1	1.1%	-8	-11%	-20%	-2%
24	N#CCCN(Cc1cccnc1)C(=O)c1sc2cc(F)ccc2c1Cl	-1.3%	-5	0%	-1%	-3%

nr	LDHA block	D1 ag	D2 PAM	D1 antag
13	0	1	10	4
14	-8	1	-2	25
15	-4	10	3	.
16	26	-1	11	29
17	-4	0	.	-2
18	-10&-4	1&2	2&7	-10&5
19	3	-3	7	0
20	-7	0	-17	-2
21	-15	2	18	20
22	2	-2	0	-7
23	4	12	0	-34*
24	1	8	-2	-13

Next part.
nr	Compound	RXFP1 ag	D1 PAM	Vif-A3F inh	Vif-APOBEC3G blk	Glioma ERSR ind
25	Cc1ccc(N/N=C2\COC(C)(C)CC2=O)cc1	-0.5%	-5	5%	2%	-1%
26	COc1ccc(NC(=O)C2CCN(S(=O)(=O)c3cn(C)cn3)CC2)cc1Cl	5.5%	1	6%	4%	0%
27	CN(c1ccccc1C(=O)O)S(=O)(=O)c1ccc2[nH]c(=O)[nH]c2c1	3.6%	-3	2%	3%	-4%
28	Cc1ccc(C(=O)CC(=O)c2ccc(C)cc2O)cc1	2.2%	7	-5%	5%	3%
29	Cc1ccccc1-c1noc(CCC(=O)NCCc2ccccc2)n1	-3.0%	-10	-11%	1%	-9%
30	O=C(N/N=C/C1CCCCC1)c1ccccc1-n1cccc1	0.8%	4	-9%	-1%	0%
31	COc1cc(NC(=O)COc2ccc(Br)cc2)ccc1NC(=O)C(C)C	3.4%	5	15%	1%	0%
32	CC(=O)C1=C(c2ccccc2)NC(=O)NC1c1ccccc1OCC#N (stereo not drawn)	-1.5%	0	-8%	-1%	-5%
33	COC(=O)Cc1c(C)nc2nc(-c3ccco3)[nH]n2c1=O	-0.9%	-4	0%	0%	1%
34	COc1ccc(-c2csc(NC(=S)NC(=O)c3ccco3)n2)cc1Br	1.8%	-1	-14%	-9%	4%
35	COc1cc(/C=C2\SC(=S)N(NC(=O)c3ccncc3)C2=O)ccc1O	0.8%	-5	-11%	-9%	-2%
36	Cn1c(=O)c2nc(SCC(=O)Nc3ccc(OC(F)(F)F)cc3)n(C)c2n(C)c1=O	2.6%	1	-14%	-1%	-1%

nr	LDHA block	D1 ag	D2 PAM	D1 antag
25	-1	4	3	-7
26	-4	-1	9	4
27	-2	4	-1	-18
28	-7	1	-3	-10
29	-2	1	-3	-3
30	-9	2	-1	42
31	-13	4	8	2
32	-8	6	-4	0
33	2	2	10	-3
34	-1	2	8	-22
35	1	22	2	27
36	1	-3	-6	.

Next section:
nr	Compound	RXFP1 ag	D1 PAM	Vif-A3F inh	Vif-APOBEC3G blk	Glioma ERSR ind
37	Cc1ccc(NS(=O)(=O)c2ccc(CCC(=O)NCc3cccnc3)cc2)cc1	-0.1%	9	3%	1%	0%
38	CC(C)CN(C(=O)COC(=O)c1cc2c(s1)CCC2)C1CCS(=O)(=O)C1 (stereo not drawn)	2.4%	-8	0%	0%	-5%
39	COc1ccc(CCn2c(C(C)C)nc3c(c(=O)c4ccccc4n3C)c2=O)cc1	6.4%	-5	-11%	-24%	-6%
40	Cn1c(Cc2cccc3ccccc23)nnc1SCC(=O)N1CCN(c2ccccc2)CC1	4.0%	-8	4%	0%	-2%
41	O=C(O)Cn1nc(-c2ccccc2)oc1=O	-0.5%	0	9%	0%	-1%
42	COc1cc(C2N(C)CCC3(OCCO3)C2(C)C)cc(OC)c1OC (stereo not drawn)	1.1%	5	-9%	-8%	-5%
43	COc1ccc(NC(=O)Cn2nc(C)c3c(C)n(-c4ccccc4)nc3c2=O)cc1OC	1.9%	-3	0%	-1%	-3%
44	O=C(O)c1ccc(NC(=S)NC(=O)c2cncc(Br)c2)cc1	-0.3%	-2	-5%	-5%	-11%
45	CN(CC(=O)Nc1c(F)cccc1F)Cc1cccs1	4.5%	-9	-7%	1%	-3%
46	O=C(COc1cccnc1[N+](=O)[O-])NCCc1ccccc1	3.4%	5	-15%	-8%	-1%
47	O=C(Nn1cnnc1)c1ccccc1-c1ccccc1	-0.1%	-11	0%	-1%	-7%
48	COc1ccc(CCNC(=O)c2ccc3c(SCC(=O)O)c4c(nc3c2)CCCC4)cc1OC	11%	-2	0%	0%	-2%
49	COC(=O)c1sc(NC(=O)/C=C/c2ccc(C)cc2)nc1C	3.2%	-10	-11%	0%	-3%

nr	LDHA block	D1 ag	D2 PAM	D1 antag
37	-5	2	3	15
38	-3	0	-4	2
39	-3	140*	6	-16
40	-4	5	-3	3
41	-10	3	1	.
42	-1	5	0	12
43	3	1	-3	-20
44	-2	6	0	-1
45	-6	0	-9	4
46	3	2	-10	6
47	-12	3	.	5
48	2	-3	-3	-12
49	-9	4	-1	-11

This is a subset. The share of hits here may be higher or lower than overall.
